NPSR antag: neuropeptide S receptor (human) antagonism, cAMP. Q6W5P4. CHO-NPSR cells, cAMP TR-FRET, antagonist mode. Potency, µM (titrated, usually from 38.3 µM), for the others: at the top dose activity change, negative = inhibition, usual class: inhibitors. hit rate 1% among 220,000; note: potency is the fitted concentration of half-maximal effect; % is set by controls: 0 for no effect and ±100 for the full control effect; nearly all actives have a fitted effect of over 50% in size; many of its hits are not listed in these tables
Target sequence (Q6W5P4 whole entry, looked up): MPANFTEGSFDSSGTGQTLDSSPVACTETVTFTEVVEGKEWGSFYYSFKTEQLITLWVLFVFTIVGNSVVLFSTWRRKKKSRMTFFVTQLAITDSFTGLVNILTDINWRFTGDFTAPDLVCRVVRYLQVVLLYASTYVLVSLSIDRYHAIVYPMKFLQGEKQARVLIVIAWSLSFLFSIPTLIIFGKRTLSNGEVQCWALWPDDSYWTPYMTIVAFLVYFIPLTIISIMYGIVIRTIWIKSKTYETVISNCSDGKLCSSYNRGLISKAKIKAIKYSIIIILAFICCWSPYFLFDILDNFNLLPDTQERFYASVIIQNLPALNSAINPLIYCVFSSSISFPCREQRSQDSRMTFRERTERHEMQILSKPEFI
LMNA splice mod: changes lamin A minigene splicing in HeLa cells. Potency, µM (titrated, usually from 46.1 µM), without a hit: at the top dose ratio change, negative = inhibition, actives largely listed as inhibitors. hit rate 0.01% among 200,000. HeLa LMNA splicing GFP/RFP minigene ratio, 48 h; active = well fitted inhibition curve with a large enough effect in the signal ratio, with a control signal flat, not every such curve was filed as active; inconclusive = small, poorly fitted or top-dose-only effect, or effect the other way, or a change in a side signal; the % refers to the signal ratio; note: potency is the fitted concentration of half-maximal effect; % is set by controls: 0 for no effect and ±100 for the full control effect
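Read-out is the ratio of GFP to DsRed2 object intensity, acquired by 488 nm laser-scanning cytometry on HeLa lamin A-EGFP minigene reporter cells. Compound incubation 48 hrs at 37 °C in Opti-MEM with 2% FBS; DMSO 0.5% final.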
Epigenetic derep: regulators of epigenetic silencing causing reporter derepression in mouse cells. murine LDR cells, GFP reporter derepression, 30 h. Potency, µM (doses to about 53.9 µM), for inactives: top-dose GFP activation, actives largely listed as activators. hit rate 0.2% among 280,000; note: potency is the fitted concentration of half-maximal effect; % of control where 0% means no effect; nearly all actives have a fitted effect of over 60% in size
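Derepression of a silenced CMV-GFP reporter in murine LDR cells is scored by enumerating GFP-positive cells with a laser-scanning microplate cytometer after 30 hours of treatment at 37 C.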
IMPase Li inh: IMPase inhibition in cells with lithium potentiation | CHO-M1 cells, IP1 TR-FRET (IP-One), carbachol + lithium | Potency, µM (top dose mostly 59.4 µM), inactives show at the top dose activity, negative = IMPase inhibition, actives largely listed as inhibitors | hit rate 0.35% among 210,000;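 note: IP1 builds up when IMPase is blocked and the TR-FRET signal falls; potency is the fitted concentration of half-maximal effect; plate controls were basal vehicle for no effect and high inhibitor control for full effect; nearly all actives have a fitted effect of over 50% in size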
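Concentration–response in CHO-M1 cells, lithium-potentiated; 30 min at 37C. IP1 detected by competitive TR-FRET after 10 min lysis at RT. Hill-fitted AC50.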
CBFb RUNX1 block: CBF-beta/RUNX1 interaction disruption; Q01196+Q13951; AlphaScreen CBFb-His/RUNX1-biotin binding, biochemical; Potency, µM (top dose mostly 59.8 µM), for inactives: at the highest dose activity, negative = inhibition, actives largely listed as inhibitors; 230,000 tested, under 10 active; note: % of control where 0% means no effect
Target sequence (Q01196 whole entry, looked up): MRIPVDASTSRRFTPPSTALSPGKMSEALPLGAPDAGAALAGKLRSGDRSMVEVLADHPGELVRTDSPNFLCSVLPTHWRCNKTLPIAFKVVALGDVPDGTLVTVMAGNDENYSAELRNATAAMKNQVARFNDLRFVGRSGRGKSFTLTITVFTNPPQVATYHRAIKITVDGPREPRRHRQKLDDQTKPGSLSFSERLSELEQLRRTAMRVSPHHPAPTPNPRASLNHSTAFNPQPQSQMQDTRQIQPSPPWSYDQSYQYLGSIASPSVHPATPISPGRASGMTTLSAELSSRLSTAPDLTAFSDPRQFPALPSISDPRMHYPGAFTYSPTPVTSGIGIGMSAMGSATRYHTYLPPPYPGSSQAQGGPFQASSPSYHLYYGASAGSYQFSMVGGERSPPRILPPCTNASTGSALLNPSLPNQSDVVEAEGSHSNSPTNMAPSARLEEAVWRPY
Target sequence (Q13951 whole entry, looked up): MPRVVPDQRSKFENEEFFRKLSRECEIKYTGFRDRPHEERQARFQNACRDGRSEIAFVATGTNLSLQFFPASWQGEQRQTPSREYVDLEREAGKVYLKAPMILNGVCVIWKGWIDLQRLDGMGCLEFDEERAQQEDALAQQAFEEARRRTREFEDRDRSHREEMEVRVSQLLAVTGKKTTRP
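Interaction loss through any mechanism counts as activity. Pre-formed complex of His-CBF-beta and biotin-RUNX1 (30 nM apiece) is incubated with compound 15 min, then with 50 ng nickel and 50 ng streptavidin beads for 90 min before AlphaScreen detection.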
HttQ103 aggreg: mutant huntingtin aggregation inhibition | PC12 HttQ103-GFP aggregates, Acumen cytometry, 40 h | hit rate 1.1% among 220,000 | Potency, µM (doses to about 46.1 µM), inactives show at the top dose activity change, negative = inhibition, most hits filed as inhibitors; note: potency is the fitted concentration of half-maximal effect; % is set by controls: 0 for no effect and ±100 for the full control effect; nearly all actives have a fitted effect of over 60% in size
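PC12 cells with ecdysone-inducible HTT exon1 Q103-GFP, induced by 100 nM tebufenozide, given compounds in a concentration series. GFP aggregates (1–25 um, 6 SD above background) counted in lysates by laser-scanning cytometry, 488 nm excitation.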
Luc counter: counter-screen: inhibitors of Kinase-Glo firefly luciferase | Q27757 | Kinase-Glo luciferase, ATP luminescence, 8 min | Potency, µM (top dose mostly 38.3 µM), inactives show top-dose activity change, negative = inhibition, actives largely listed as inhibitors | hit rate 0.28% among 200,000 | AID 1379; note: potency is the fitted concentration of half-maximal effect; % is set by controls: 0 for no effect and ±100 for the full control effect; nearly all actives have a fitted effect of over 60% in size
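Kinase-Glo luciferase light output from ATP and luciferin was measured with 10 uM ATP, within the enzyme's linear range. Buffer: 50 mM imidazole pH 7.2, 50 mM KCl, 7 mM MgCl2, 0.01% Tween 20, 0.05% BSA; luminescence read after 8 min at ambient temperature.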
Numbers without * were called inactive; u = inconclusive; x = not tested or not shown; [ ] = another dose, or the depositor's remark. Unless noted, calls come from the whole dose curve; as a rule, active = well fitted curve in the direction sought with a large enough effect; inconclusive = small, poorly fitted or top-dose-only effect, or another doubt; inactive = no such curve, though single readings can be large; an effect the other way counts as inactive or inconclusive. Some of the compounds tested; rates above refer to the full screens.

canonical_smiles,CBFb RUNX1 block,LMNA splice mod,Luc counter,Epigenetic derep,IMPase Li inh,HttQ103 aggreg,NPSR antag
O=C(/C=C/c1ccccc1Cl)Nc1ccc(S(=O)(=O)Nc2ncccn2)cc1,24.0%,x,-0.1%,3.3%,-1.4%,-0.7%,-27.7%
CCOc1ccc(N2C(=O)c3cccnc3C2Nc2ccc(OC)cc2)cc1 (stereo not drawn),3.3%,0.4%,0.1%,-1.0%,1.4%[38.3 µM],-5.5%,-0.3%[46.1 µM]
CCc1ccc(NC2=NCC(c3ccccc3)S2)cc1 (stereo not drawn),0.5%,u,0.8%,0.6%,17.9%,u,-35.2%
Cc1nc(C(C)(C)O)n(-c2ccccc2)n1,-3.4%,0.0%,7.7%,-0.9%,-4.0%[38.3 µM],6.8%,10.0%[46.1 µM]
CCn1c(CNC(=O)c2ccccc2F)nnc1SCC(=O)NC1CCCCC1,5.6%,8.6%[46 µM],-5.3%,0.0%,0.1%,32.0%[9.22 µM],-10.1%
COC(=O)c1ccc(COc2ccccc2/C=N/NS(=O)(=O)c2ccccc2)cc1,-3.0%,u,-1.1%,0.0%,9.0%[38.3 µM],-2.6%,-26.8%[46.1 µM]
O=C(O)/C=C/C(=O)NCCc1cccc(Cl)c1,20.2%,x,x,-0.6%,x,-21.0%,-7.6%
CC(C)(C)C(=O)Nc1ccccc1C(=O)NCc1ccco1,-6.1%,u,2.2%,1.3%,-3.1%[38.3 µM],-4.8%[9.22 µM],-5.1%[46.1 µM]
CC1Cc2ccccc2N1C(=O)Cn1c(=O)cc(O)c2ccccc21 (stereo not drawn),-2.9%,12.8%,-8.6%,1.2%,8.1%[38.3 µM],11.2%,-20.6%[46.1 µM]
C=CCN1c2ccccc2[C@]23C[C@@H](C(=O)OC)N(C(=O)c4cc(C)oc4C)C2=NC(C(=O)OC)=C(C(=O)OC)[C@H]13,-0.7%[13.1 µM],2.6%[9.22 µM],-4.5%[7.66 µM],0.4%,6.6%,12.6%[9.22 µM],-9.0%
O=C(NC(=S)Nc1ccc(S(=O)(=O)Nc2ncccn2)cc1)c1ccc(Br)cc1,9.1%,2.1%[46 µM],0.1%,0.0%,5.1%,7.1%[9.22 µM],45.7%
CC1CN(S(=O)(=O)c2ccc(C(=O)O)cc2)CC(C)O1 (stereo not drawn),0.7%,x,x,2.0%,x,11.8%[9.22 µM],10.8%
Cc1ccccc1NC(=O)c1cc([N+](=O)[O-])ccc1NCCN1C(=O)CCC1=O,4.9%,x,0.6%,-0.6%,1.7%,11.0%,-12.3%
COc1cc([N+](=O)[O-])cc2cc(C(=O)NC(C)(C)C)c(=O)oc12,-4.7%,x,-7.7%,0.0%,1.9%,x,-7.7%
Cc1ccc(C(=O)OCc2nnc(-c3ccccc3)o2)o1,-5.0%,5.6%,-7.5%,4.8%,25.7%[38.3 µM],9.6%,-17.9%[46.1 µM]
O=S(=O)(c1cccc(-c2nnc3n2CCCCC3)c1)N1CCOCC1,4.5%,x,x,1.1%,x,-11.0%[9.22 µM],10.4%
Cc1ccc(/C=C(/NC(=O)c2ccccc2)C(=O)NCCc2c[nH]c3ccccc23)o1,-12.5%,7.4%,-1.2%,-1.2%,-0.6%[38.3 µM],5.0%,-6.0%[46.1 µM]
O=C(N1CCCCC1)C12CC3CC(C1)CC(C(=O)N1CCCCC1)(C3)C2,5.5%,-12.9%,0.5%,-1.0%,27.9%[38.3 µM],-24.6%,-6.1%[46.1 µM]
O=C(c1ccc(Cl)cc1)N(Cc1ccccc1F)N1C(=O)CCCC1=O,3.8%,x,-1.1%,-6.1%,2.3%,-0.6%,-5.3%
O=C(O)c1ccc(-c2nc(-c3cccc(C(F)(F)F)c3)cs2)cc1,u,x,2.3%,-2.2%,29.4%,-22.7%,-42.1%
Cc1nn(-c2ccccc2)c(Cl)c1C(=O)NC1CCCCC1,16.0%,4.2%[46 µM],-1.8%,1.1%,10.9%,-3.1%[9.22 µM],29.6%
COc1ccc(NC(=S)N2CCCN(Cc3cc(C)ccc3C)C2)cc1,-20.4%,-15.6%[46 µM],2.9%,0.3%,12.2%,2.9%,-11.8%
Cc1ccc(S(=O)(=O)N(C)C)cc1NC(=O)c1c(-c2c(F)cccc2Cl)noc1C,2.0%,x,x,-1.6%,x,5.4%[9.22 µM],5.8%
CCOC(=O)N1CCC(N2Cc3cccc(C(=O)NCC4CCN(CC(C)C)C4)c3C2=O)CC1 (stereo not drawn),-0.3%,-0.4%,-1.4%,-0.4%,18.4%[38.3 µM],7.0%,-17.7%[46.1 µM]
CN(C)C(=O)CSC1c2ccccc2C(=O)N1c1ccccc1 (stereo not drawn),-0.1%,-1.3%,-1.3%,-2.0%,16.3%[38.3 µM],9.5%,-14.5%[46.1 µM]
CCS(=O)(=O)/N=C(\N)c1ccccc1,4.5%,-2.6%,3.8%,0.0%,-6.4%[38.3 µM],5.1%,u
O=S(=O)(c1cccc2nonc12)N1CCN(c2cccc(Cl)c2)CC1,-13.2%,6.2%,-2.8%,1.0%,15.9%[38.3 µM],-10.2%,-15.0%[46.1 µM]
O=C(c1cn2ccccc2n1)N1CCc2c([nH]c3ccccc23)C1c1ccccn1 (stereo not drawn),-9.9%,x,x,3.6%,8.3%,5.5%[9.22 µM],18.9%
Cc1ccc(-n2c(SCC(=O)Nc3cccc(S(=O)(=O)NC4=NCCCCC4)c3)nc3ccccc3c2=O)cc1,0.8%,3.0%,2.0%,1.3%,-7.5%,14.5%,-15.6%[46.1 µM]
CC(C)c1nc2oc3c(NCC4CCCO4)ncnc3c2c2c1COC(C)(C)C2 (stereo not drawn),-0.9%,-2.5%,-0.6%,-0.9%,-8.7%[38.3 µM],u,8.5%[46.1 µM]
CCS(=O)(=O)N1CCCC(C(=O)NCCc2ccc(C)cc2)C1 (stereo not drawn),10.8%,0.3%,5.5%,0.9%,-4.5%,-2.9%,-2.5%
CCOC(=O)C1=C(O)CSC1=Nc1ccc(Cl)cc1,1.9%,0.7%,0.8%,0.0%,1.5%[38.3 µM],-10.8%,-12.9%[46.1 µM]
Cc1ccc(S(=O)(=O)Nc2ccc(N(C)C)cc2)cc1,u,u,-2.5%,0.3%[10.1 µM],14.4%,9.5%[9.22 µM],-15.2%
CS(=O)(=O)N(CC(=O)NCc1ccccn1)Cc1ccc(Cl)cc1,3.8%,1.3%,0.1%,-3.6%,1.2%,2.7%,1.4%[46.1 µM]
Cc1ccc(N(C(=O)CNC(=O)c2ccco2)C(C(=O)NC2CCCC2)c2cccnc2)cc1C (stereo not drawn),1.9%,u,-3.2%,1.0%,-6.0%[38.3 µM],15.5%,-9.7%[46.1 µM]
Cc1cc(Cl)ccc1NNC(=O)c1snnc1C,8.1%,u,x,-1.2%,x,3.9%[9.22 µM],0.4%
COC(=O)c1ccc(NC(=O)CSc2nc3ncccc3[nH]2)cc1,7.4%,x,x,-0.9%,x,15.0%[9.22 µM],10.1%
CC1C2CCC3C4CC=C5CC(N(C)C)CC[C@@]5(C)C4CC[C@@]32CN1C (stereo partly drawn),x,4.1%,-0.9%,-2.1%,30.5%[activator],-2.0%,x
COc1cc(CNCc2ccco2)ccc1OCc1ccccc1,-3.0%,u,-0.1%,-1.1%,7.2%[38.3 µM],-28.1%,-7.7%[46.1 µM]
O=C(O)c1ccc(OCC(O)Cn2c3ccccc3c3ccccc32)cc1 (stereo not drawn),0.6%,x,x,-1.0%,x,8.7%[9.22 µM],-19.4%

Quoted from the listing.
Reading of CS(=O)(=O)N(CC(=O)NCc1ccccn1)Cc1ccc(Cl)cc1 under HttQ103 aggreg: 2.7%
Reading of O=S(=O)(c1cccc2nonc12)N1CCN(c2cccc(Cl)c2)CC1 under IMPase Li inh: 15.9%[38.3 µM]
Reading of Cc1cc(Cl)ccc1NNC(=O)c1snnc1C under NPSR antag: 0.4%
Reading of CC(C)c1nc2oc3c(NCC4CCCO4)ncnc3c2c2c1COC(C)(C)C2 (stereo not drawn) under IMPase Li inh: -8.7%[38.3 µM]

The listing continues.
canonical_smiles,CBFb RUNX1 block,LMNA splice mod,Luc counter,Epigenetic derep,IMPase Li inh,HttQ103 aggreg,NPSR antag
CCOC(=O)C1CCN(C(=O)CN(c2ccc(Oc3ccccc3)cc2)S(C)(=O)=O)CC1,1.6%,x,1.6%,-0.1%,9.4%,-4.7%[9.22 µM],31.5%
O=C(Nc1ccc(N2CCCC2)cc1)C(c1ccccc1)c1ccccc1,-22.1%,0.7%,2.1%,-1.0%,14.9%[38.3 µM],-3.1%,u
Cc1cnc(-c2nnc(N(C)C(=O)C3CCOC3)s2)cn1 (stereo not drawn),3.2%,-3.1%,0.8%,2.4%,15.0%[38.3 µM],-7.0%,-1.7%[46.1 µM]
O=C(/C(=C/c1ccccc1)c1ccccc1)N1CCCCC1,-11.8%,-4.9%[0.0737 µM],-1.0%,-2.0%,0.0%[38.3 µM],11.9%,-14.8%[46.1 µM]
COC(=O)COc1ccc(S(=O)(=O)Nc2ccccc2SC)cc1,1.0%,-7.7%,1.8%,-0.8%,1.1%,2.6%,-3.9%[46.1 µM]
CCc1ccc2c(c1)[C@H]1OCC[C@H]1[C@@H](c1cccs1)N2,0.4%,u,8.8%,-0.9%,5.2%,6.0%,-35.0%
CN1C(c2ccc(F)cc2)=CS/C1=C(/C#N)c1nnc(N2CCOCC2)n1-c1ccccc1,-0.1%,1.5%,-2.1%,-0.3%,3.0%,5.7%,5.3%
O=C(C1=C[C@@H](c2ccccc2)C[C@@H](OCc2ccc(CO)cc2)O1)N1CCOCC1,7.7%,x,x,-0.7%,-3.8%,4.2%[9.22 µM],-21.4%

Quoted at random: two compounds from above
canonical_smiles,CBFb RUNX1 block,LMNA splice mod,Luc counter,Epigenetic derep,IMPase Li inh,HttQ103 aggreg,NPSR antag
O=C(C1=C[C@@H](c2ccccc2)C[C@@H](OCc2ccc(CO)cc2)O1)N1CCOCC1,7.7%,x,x,-0.7%,-3.8%,4.2%[9.22 µM],-21.4%
O=C(NC(=S)Nc1ccc(S(=O)(=O)Nc2ncccn2)cc1)c1ccc(Br)cc1,9.1%,2.1%[46 µM],0.1%,0.0%,5.1%,7.1%[9.22 µM],45.7%

Screens: PubChem, National Center for Advancing Translational Sciences (NCATS)
